# Screening results from PubChem BioAssay.
# MazEF act – activators of E. coli MazEF toxin-antitoxin RNase, primary screen, biochemical, fluorescence, uHTS | Endoribonuclease toxin MazF (Escherichia coli (strain K12)), P0AE70 | FAM/BHQ RNA-DNA oligo cleavage fluorescence, 5 h | activation, % at 20 µM | hit rate 0.32% among 350,000 | AID 504720, 2011; in the data active = activation above about 50%
# Target sequence (P0AE70 whole entry, looked up): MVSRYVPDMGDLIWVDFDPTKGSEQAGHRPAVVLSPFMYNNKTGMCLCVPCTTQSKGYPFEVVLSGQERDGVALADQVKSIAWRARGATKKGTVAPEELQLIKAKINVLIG
# Y pestis TopoI – Yersinia pestis topoisomerase I inhibitors, primary screen, biochemical, cleavage product accumulation, plate reader, single point | AID 504884, 2011 | Y. pestis Topo-I cleavage product accumulation | DNA topoisomerase I (Yersinia pestis CO92) | activity, % at 10 µM | hit rate 0.064% among 360,000; in the data active = activity above about 50%, passing the limit was not always enough; note: inactives centre near 2
# CCHFV vOTU inh – CCHFV vOTU protease inhibitors, primary screen, biochemical, Pep-AMC substrate, fluorescence. Crimean-Congo hemorrhagic fever virus L polyprotein viral ovarian tumor (vOTU) protease …. inhibition, % at 11.5 µM. hit rate 0.55% among 370,000; in the data active = inhibition above about 30%; note: 0% = vehicle wells with enzyme and 100% = no enzyme wells
# Rv3671c inh – Rv3671c serine protease inhibitors, primary screen, biochemical, fluorescence polarization, M. tuberculosis H37Rv; P9WHR9; inhibition, % at 5.96 µM; hit rate 0.048% among 320,000; AID 2606, 2010; in the data active = inhibition above about 38%;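 note: extracellular domain of Rv3671c used as enzyme; 0% = enzyme with DMSO and 100% = no enzyme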
# Target sequence (P9WHR9 whole entry, looked up, the tested form may be a part): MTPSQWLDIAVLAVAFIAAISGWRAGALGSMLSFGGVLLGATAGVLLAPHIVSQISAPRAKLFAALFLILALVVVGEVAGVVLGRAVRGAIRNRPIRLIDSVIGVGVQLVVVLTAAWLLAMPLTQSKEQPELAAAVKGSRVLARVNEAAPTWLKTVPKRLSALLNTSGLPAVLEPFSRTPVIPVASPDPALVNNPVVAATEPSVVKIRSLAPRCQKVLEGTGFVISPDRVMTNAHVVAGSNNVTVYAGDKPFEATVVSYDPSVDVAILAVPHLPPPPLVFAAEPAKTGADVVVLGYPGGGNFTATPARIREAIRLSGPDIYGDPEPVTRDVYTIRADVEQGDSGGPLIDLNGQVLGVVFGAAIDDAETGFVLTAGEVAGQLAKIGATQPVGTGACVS
# SARS 3CLpro inh – SARS-CoV 3CLpro protease inhibitors, primary screen, biochemical, quenched FRET. inhibition, % at 6 µM. hit rate 0.14% among 290,000. recombinant SARS-CoV 3CLpro, quenched FRET peptide cleavage. Replicase polyprotein 1ab (Severe acute respiratory syndrome coronavirus), P0C6X7; in the data active = inhibition above about 12%
# SSB-PriA inh – inhibitors of Klebsiella pneumoniae PriA binding to SSB C-terminal tail, primary screen, biochemical, AlphaScreen; AlphaScreen SSBct-PriA binding, biotinylated peptide; hit rate 0.6% among 430,000; AID 1272365, 2023; PriA–SSB C-terminal tail interaction (Klebsiella pneumoniae); inhibition, % at 33 µM; in the data active = inhibition mostly above about 37%, no sharp cut-off; inactive = mostly below about 20%;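 note: plate controls were negative control peptide for no effect and reference peptide for full effect; strong numbers were not always called active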
# VHR inh abs – VHR1 phosphatase inhibitors, primary screen, biochemical, absorbance, uHTS. recombinant VHR phosphatase, pNPP absorbance. Dual specificity protein phosphatase 3 (Homo sapiens), P51452. hit rate 0.52% among 290,000. AID 1654, 2009. inhibition, % at 13.3 µM; in the data active = inhibition above about 50%; note: some compounds called inactive have numbers as strong as hits
# Target sequence (P51452 whole entry, looked up): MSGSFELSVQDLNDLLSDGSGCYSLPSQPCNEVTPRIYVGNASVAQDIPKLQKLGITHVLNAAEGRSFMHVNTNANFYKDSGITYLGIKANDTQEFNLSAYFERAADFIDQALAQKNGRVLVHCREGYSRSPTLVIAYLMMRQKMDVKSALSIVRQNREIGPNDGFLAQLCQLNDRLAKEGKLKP
# BH1578 lux ind – inducers of Vibrio cholerae quorum light production without autoinducers, primary screen, BH1578 luxS cqsA deficient, single point. V. cholerae BH1578 lux reporter, luminescence, 6 h. hit rate 0.16% among 350,000. AID 588436, 2011. activation, % at 18.7 µM; in the data active = activation mostly above about 9.7%, no sharp cut-off; note: not every result past the cut was called active; inactives centre near 0; reference of the scale not given here
# TcdB GH inh – TcdB glycohydrolase inhibitors, primary screen, biochemical, single point, plate reader. AID 652162, 2013. TcdB glycohydrolase enzymatic assay. Toxin B (Clostridioides difficile), P18177. inhibition, % at 9.99 µM. hit rate 0.24% among 350,000; in the data active = inhibition above about 10%
# PrPC TRFRET – inhibitors of human cell surface prion protein PrPC, primary screen, cell-based, TR-FRET. Major prion protein (Homo sapiens), P04156. TR-FRET read-out. inhibition, % at 13.8 µM. hit rate 0.43% among 370,000; in the data active = inhibition above about 24%; note: 0% = median of the test wells and 100% = reference compound wells
# * hit, by the source's call; i = inactive; . = no result given; & = joins results of further samples. An excerpt; rates above refer to the full screens.
molecule	MazEF act	Y pestis TopoI	CCHFV vOTU inh	Rv3671c inh	SARS 3CLpro inh	SSB-PriA inh	VHR inh abs	BH1578 lux ind	TcdB GH inh	PrPC TRFRET
O=C(CN1CCN(c2ccc([N+](=O)[O-])cc2Cl)CC1)N1CCOCC1	2	1	-2	1	-1	-3	8	i	1.0	-18
O=C1CSC(c2ccc(Cl)cc2Cl)N1c1ccccn1 (stereo not given)	-3	3	-9	9	3	-25	3	-2.9	2.1	0
CCC(C)NC(=O)C(Sc1ccccc1)c1ccccc1 (stereo not given)	-2	1	-14	-10	-1	-13	7	-0.1	0.3	-3
O=C(Nc1cc([N+](=O)[O-])ccc1O)NC1CCS(=O)(=O)C1 (stereo not given)	3	4	36*	6	.	8	.	-1.1	0.6	-8
O=C(CS(=O)Cc1ccccc1Cl)Nc1ccccc1Cl (stereo not given)	5	1	5	-2	2	-8	35	i	0.6	8
CCOC(=O)c1ccccc1NC(=O)CCNC(=O)Cn1cnc2ccccc2c1=O	2	5	3	32	-4	-14	5	-6.2	.	3
O=C(CC1C(=O)CCCC1=O)c1ccccc1	7	-6	-5	19	-3	0	-10	i	0.1	-1
N#Cc1ccc(Cl)cc1NC(=O)CN1C(=O)C(=O)N(CCC2=CCCCC2)C1=O	0	-11	-3	.	.	.	.	0.2	1.4	-3
CC(C)(C)C1=C[C@@H](CO)C[C@@H](CO)C1	4	1	0	-3	-3	-12	-5	-0.9	.	-7
N#Cc1nc(-c2ccco2)oc1NCc1ccccc1Cl	-22	-3	-4	-2	2	26	-8	i	0.2	-3
O=C(O)c1ccc(Cl)c(S(=O)(=O)NCc2cccnc2)c1	-14	3	-13	7	5	7	16	-0.7	2.2	0
O=C(c1ccc(Cl)c(Cl)c1)c1cc(-c2ccccn2)c(N2CCOCC2)s1	-29	21	0	5	2	-53	23	i	.	41*
Cc1cc(C)n(CC(O)Cn2c3ccc(Br)cc3c3cc(Br)ccc32)c(=O)n1 (stereo not given)	-12	22	5	-24	-3	-1	10	12	.	5
Cc1cc(NCCN2CCOCC2)n2ncc(-c3ccccc3)c2n1	9	2	3	-1	-2	-15	-3	-0.4	.	9
Cc1ccnc(NC(=O)Cc2ccc(-c3ccccc3)cc2)c1	-14	13	6	-4	1	-21	10	-1.6	0.6	35*
CC(C)c1ccccc1N=C1SCCCN1C(=O)c1cccc(N2C(=O)CCC2=O)c1	0	-6	-1	3	.	-1	.	i	-1.7	11
C=CCc1cccc(Cl)c1OCCON1C(=O)CCC1=O	-1	8	-5	-1	-2	-6	19	-0.3	.	-2
COc1cccc(NC(=S)NNC(=O)Cn2nc(C(F)F)cc2C(F)F)c1	-4	-6	-5	6	2	-7	-2	-0.2	-1.8	0
CCn1nnnc1NCc1ccc(N2CCCC2)cc1	4	-4	20	4	-2	-13	17	.	.	0
Cc1ccccc1CSc1nnc(-c2cnccn2)n1C	-6	0	-13	3	2	-9	0	-0.8	0.0	1
COc1ccccc1-c1nnc(SCC(=O)NC2CCS(=O)(=O)C2)n1CCc1ccccc1 (stereo not given)	6	11	-7	6	1	-11	1	2.7	0.8	6
Cn1c2ccccc2c2nnc(SCC(=O)Nc3cccc(O)c3)nc21	17	-3	-4	0	-3	-6	-4	i	0.6	-8
O=C(N1CCOCC1)N1c2ccccc2CC(N2CCOCC2)c2ccccc21 (stereo not given)	5	3	5	7	3	-16	-26	-0.6	.	-5
O=C1C=C(NC2CCCCC2)CCC1	2	6	-9	-6	.	-5	.	i	-2.8	2
COc1cc(C(C(=O)NCc2ccccc2)N(Cc2ccco2)C(=O)c2cnccn2)cc(OC)c1OC (stereo not given)	3	-6	4	7	-3	-1	-3	i	0.5	0
CN(C(=O)c1ccc(NC(=O)Cc2ccc(NC(=O)C3CCCN(C(=O)c4ccccc4)C3)cc2)cc1)C1CCCC1 (stereo not given)	-2	2	3	.	.	-2	.	i	-0.4	2
CCOC(=O)C[C@H]1c2cc(F)ccc2S(=O)(=O)N1C(C)(C)C	1	14	17	-5	.	-8	.	0.4	-6.6	5
O=C1N=C(N2CCOCC2)S/C1=C\c1cccnc1	-2	-8	-9	2	1	-13	21	-0.2	0.4	0
CC(=O)c1cccc(NCC(=O)c2ccc(C)c([N+](=O)[O-])c2)c1	19	9	-3	-5	4	3	6	7.7	0.4	-10
CC(C)C(NC(=O)C12CC3CC(CC(C3)C1)C2)C(=O)N/N=C/C1=C(N2CCOCC2)C(=C\c2cccc([N+](=O)[O-])c2)/CC1 (stereo not given)	3	1	3	8	-2	.	2	-0.6	-0.2	-15
Cc1cc(OCC(=O)NCCCn2ccnc2)c2c(C)c(C)c(=O)oc2c1	-16	-1	-7	-7	-3	-2	35	-0.2	0.8	-4
Cc1ccc(S(=O)(=O)NC(C)(C)CSc2nncn2N)cc1	-1	-6	17	3	-7	-6	14	i	.	-3
CCOC(=O)c1ccc(N2C(=O)CC(SCC(=O)Nc3ccc(S(N)(=O)=O)cc3)C2=O)cc1 (stereo not given)	4	-3	5	-15	3	-2&-26&-3	6	-0.9	2.0	-4
Cc1cccc(S(=O)(=O)Nc2nc3ccccc3nc2OC(C)C)c1	2	2	4	14	1	2	-6	-0.6	1.4	6
Cc1ccccc1CC(=O)Nc1ccc2c(c1)CCC2	7	8	-6	0	0	-12	15	0.3	2.1	7
Cc1ccc(C)c(NC(=O)CN(C)C(=O)c2cccc(N3C(=O)CCC3=O)c2)c1	10	-9	5	10	.	-9	.	i	2.1	2

# Quoted at random: 3 records from the list
molecule	MazEF act	Y pestis TopoI	CCHFV vOTU inh	Rv3671c inh	SARS 3CLpro inh	SSB-PriA inh	VHR inh abs	BH1578 lux ind	TcdB GH inh	PrPC TRFRET
CC(C)C(NC(=O)C12CC3CC(CC(C3)C1)C2)C(=O)N/N=C/C1=C(N2CCOCC2)C(=C\c2cccc([N+](=O)[O-])c2)/CC1 (stereo not given)	3	1	3	8	-2	.	2	-0.6	-0.2	-15
Cc1ccc(C)c(NC(=O)CN(C)C(=O)c2cccc(N3C(=O)CCC3=O)c2)c1	10	-9	5	10	.	-9	.	i	2.1	2
CCOC(=O)c1ccc(N2C(=O)CC(SCC(=O)Nc3ccc(S(N)(=O)=O)cc3)C2=O)cc1 (stereo not given)	4	-3	5	-15	3	-2&-26&-3	6	-0.9	2.0	-4

# Next section:
molecule	MazEF act	Y pestis TopoI	CCHFV vOTU inh	Rv3671c inh	SARS 3CLpro inh	SSB-PriA inh	VHR inh abs	BH1578 lux ind	TcdB GH inh	PrPC TRFRET
Cc1cc(C)cc(OCc2nnc(SCC(=O)N3CCN(c4ccccc4)CC3)o2)c1	16	18	14	0	-4	-2	-16	0.4	.	8
O=C(Cc1ccc(S(=O)(=O)N2CCOCC2)s1)NCC(=O)Nc1ccccc1Br	8	8	16	6	.	-12	.	i	2.1	3
O=S1(=O)CCC(NS(=O)(=O)c2ccc3ccccc3c2)C1 (stereo not given)	10	-8	-6	-1	-3	-4	-36	-0.2	0.1	-1
COc1cccc(C(=O)CSc2nc3ccccc3n2CC(=O)N2CCOCC2)c1	-6	0	3	4	-4	9	17	-0.5	.	8
Cc1ccc(S(=O)(=O)NC(=S)c2ccccc2)cc1	3	-3	-15	7	.	-11	.	-0.4	1.0	5
CCOc1ccc(NC(=O)CSc2nncc(=O)[nH]2)cc1	1	1	7	-8	-3	1	20	-0.4	0.8	2
Cn1c(C(=O)OCC(=O)NCC2CCCO2)cc2sccc21 (stereo not given)	4	1	-2	4	-3	-8	9	i	.	-1
c1ccc(-c2noc(CSc3nc4ccccc4o3)n2)cc1	-9	10	-7	-6	-3	-21	22	.	.	0
COC(=O)c1cccc(NC(=O)CSc2nnc(C)o2)c1	-30	-4	-4	-17	-1	-3	39	-0.3	-1.7	3
O=C(CSc1ccc2ccccc2c1)Nn1cnnc1	2	1	-6	1	0	-30	11	i	.	0
Cc1c(C(=O)NCc2ccccn2)oc2ccc(S(=O)(=O)N3CCC4(CC3)OCCO4)cc12	1	1	3	-1	5	13	11	i	-0.4	4
O=C(COC(=O)c1n[nH]c2ccccc12)NCCc1ccccc1	-3	10	7	-3	.	-13	.	0.8	-0.6	2
CC(C)NC(=O)CSc1nc(Cc2ccccc2)nc2ccccc12	3	0	12	-7	-3	-9	10	-1.3	0.7	13
O=C1NCCCCC1NS(=O)(=O)c1ccc(F)c(F)c1 (stereo not given)	6	4	-7	0	-3	-7	13	i	1.1	-6
CCC(=O)NC(=S)Nc1ccc(S(=O)(=O)NC(C)=O)cc1	-2	-8	15	4	0	-32	26	i	.	-4
CCOC(=O)c1cc2n(n1)C(C(F)(F)F)CC(C)N2 (stereo not given)	0	-2	-4	4	0	-3	-5	i	.	3
CCCC(=O)NC(=S)Nc1ccc(Cl)cn1	-1	1	2	-2	4	-6	4	0.3	.	2
COc1ccc(NC(=O)CNC(=O)Cn2cnc3sc(C)c(C)c3c2=O)cc1OC	10	-7	9	-2	-4	-3	10	-0.4	0.7	2
COc1ccccc1NS(=O)(=O)c1cc(NC(=O)c2ccc(NC(C)=O)cc2)ccc1N1CCOCC1	-7	-9	10	.	.	-3	.	-0.7	2.7	-8
Cc1cccc(C(=O)NC(=S)NCc2ccccc2)c1	-8	10	15	-6	.	-12	.	0.6	0.1	10
COc1ccc(S(=O)(=O)N2CCOCC2)cc1NS(=O)(=O)/C=C/c1ccccc1	0	4	-4	-10	3	-11	12	i	0.9	0
CN(CC(=O)Nc1ccc(Cl)c(S(=O)(=O)N2CCOCC2)c1)C(=O)c1cccs1	2	2	-12	-4	.	-3	.	-2.0	2.4	-1
COc1ccccc1NC(=S)NNC(=O)c1ccc(Cl)cc1Cl	1	-8	-6	-3	-4	3	27	-0.3	.	-1
COc1ccc(F)cc1CN1CCN(CC(=O)N2CCc3ccccc32)CC1	6	12	5	-5	6	-1	7	-0.3	-0.9	-14
CN(C)Cc1ccccc1C1(O)c2ccccc2CSc2ccccc21 (stereo not given)	-1	2	9	1	-3	24	-2	-2.2	.	-3
Cc1ccc2c(c1)C1CN(C)CCC1N2C(=O)c1ccccc1NS(=O)(=O)c1ccc(F)cc1C (stereo not given)	-6	6	-28	5	3	-4	4	i	.	-9
CC(=O)Nc1ccc(-c2nnn(CC(=O)Nc3ccc4c(c3)OCO4)n2)cc1Cl	-4	4	-7	-24	5	-19	17	-0.6	0.5	3
O=C(O)c1cccc(S(=O)(=O)N2Cc3ccccc3C2)c1	-2	-4	11	-4	3	-8	4	i	.	3
CCOC(=O)/C(=N\Nc1cccc(C(F)(F)F)c1)N1CCOCC1	-13	2	8	-1	5	.	-11	-0.2	2.4	6
CC(C)C(NC(=O)c1ccco1)C(=O)NCC(c1ccco1)N(C)C (stereo not given)	0	-9	2	5	-4	-5	31	0.4	-8.9	3
O=C(COc1cccnc1[N+](=O)[O-])Nc1ccc2c(c1)CCC2	9	16	-11	-2	1	-6	-5	i	1.5	-7
O=C(Nc1ccc(Cn2nnc3ccccc32)cc1)c1ccco1	-2	6	-5	-8	-6	-6	21	i	0.6	7
COc1ccc(Cl)cc1NC(=O)CN(C)C(=O)c1cc(=O)c2ccccc2o1	-25	7	11	4	.	0	.	i	-1.1	8
